Bioassay records: PubChem, several laboratories
HCV NS3 hel inh: inhibitors of HCV NS3 helicase, primary screen, biochemical, Cy5 molecular beacon fluorescence. hit rate 0.56% among 290,000. AID 1800, 2009. NS3 helicase DNA unwinding. inhibition, % at 10.9 µM;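 active = inhibition above the mean of all tested compounds plus 3 SD, set per campaign, cut at about 35% in these data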;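 also: 0% = DMSO wells and 100% = thioflavine S control wells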
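Measured by: Cy5 fluorescence, 0 and 60 min reads / Assay system: NS3 helicase fragment of HCV / Control set: low DMSO, high thioflavine S at 110 µM / Times: 1 h reaction at 25 °C, ATP-initiated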
CRFBP-R2 block: antagonists of CRF-BP/CRF-R2 complex, primary screen, cell-based, HEK293, calcium dye fluorescence, uHTS; inhibition, % at 11.8 µM; hit rate 0.59% among 350,000; CRF-induced calcium fluorescence; AID 588475, 2011;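 active = inhibition of the ligand-induced calcium signal above about 50% at the single tested concentration, limit read from the data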
MEKK2 mut-MEK5: MEK5 binding signal on mutant MEKK2 PB1, primary screen, biochemical, multiplex bead flow cytometry, Alexa488-MEK5. hit rate 0.35% among 290,000. percent response, % at 10 µM. Alexa488-MEK5 binding to MEKK2 mutant; in the data active = percent response above about 24%, passing the limit was not always enough; also: inactives centre near 1; some results filed as inactive read as strong as hits
CRFBP-R2 agonist: agonists of CRF-BP/CRF-R2 complex, primary screen, cell-based, HEK293, calcium dye fluorescence, uHTS | CRF-binding protein / CRF receptor 2 complex (human) | calcium dye fluorescence (FLIPR); percent of saturating CRF peptide response | activation, % at 13.2 µM | hit rate 0.46% among 350,000;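 active = activation of at least 50%, plus an integration ratio under a set limit after plate pattern correction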;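 also: plate controls were neutral control wells without compound for no effect and CRF at EC100 for full effect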
GalR3 antagonist: GalR3 antagonists in HEK293 cells, primary screen, cell-based, fluorescence readout | Galanin receptor type 3 (Homo sapiens), O60755 | HEK293 GalR3-CNG cAMP membrane potential fluorescence; galR3 body fused to GalR1 C-terminus | inhibition, % at 3 µM | hit rate 0.44% among 360,000;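 active = inhibition above the screen-wide average plus 3 SD, cut at about 13% in these data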;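 also: forskolin and galanin both at EC90 stimulate the cells; cAMP rise reported by CNG channel membrane potential dye signal; 0% = forskolin plus galanin with DMSO and 100% = forskolin alone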
Target sequence (O60755 1-299 limits assumed): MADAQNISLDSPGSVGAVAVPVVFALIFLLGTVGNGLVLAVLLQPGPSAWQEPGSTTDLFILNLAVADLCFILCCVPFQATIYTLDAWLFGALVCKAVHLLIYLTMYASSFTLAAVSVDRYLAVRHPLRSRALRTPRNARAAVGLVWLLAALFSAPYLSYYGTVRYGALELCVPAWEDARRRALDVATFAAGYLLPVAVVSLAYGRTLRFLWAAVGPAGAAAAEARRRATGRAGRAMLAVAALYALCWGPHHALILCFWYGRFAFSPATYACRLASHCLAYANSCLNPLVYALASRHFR
MEKK2wt PB1 HTS: modulators of MEK5 binding to wildtype MEKK2, primary screen, biochemical, multiplex bead flow cytometry, Alexa488-MEK5; hit rate 1.1% among 290,000; Mitogen-activated protein kinase kinase kinase 2 (Homo sapiens), Q9Y2U5; Alexa488-MEK5 binding to MEKK2 WT; actives lie on both sides; binding response (% of control), % at 10 µM; in the data active = binding response below about 67% or above about 130%
MEKK3 PB1 HTS: modulators of MEKK3-MEK5 PB1 binding, primary screen, biochemical, wildtype MEKK3, multiplex bead flow cytometry, Alexa488-MEK5; Mitogen-activated protein kinase kinase kinase 3 (Homo sapiens), Q99759; bead-based flow cytometry, Alexa488-MEK5 binding to MEKK3; actives lie on both sides; 0 = blocked by unlabeled MEK5, 100 = vehicle; binding response (% of control), % at 10 µM; hit rate 1.4% among 290,000;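 active = binding response more than 3 SD above or below the average of its plate-row segment, actives on both sides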;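 also: Alexa488 bead fluorescence after subtracting the streptavidin-only scavenger bead signal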
Target sequence (Q99759 whole entry, looked up): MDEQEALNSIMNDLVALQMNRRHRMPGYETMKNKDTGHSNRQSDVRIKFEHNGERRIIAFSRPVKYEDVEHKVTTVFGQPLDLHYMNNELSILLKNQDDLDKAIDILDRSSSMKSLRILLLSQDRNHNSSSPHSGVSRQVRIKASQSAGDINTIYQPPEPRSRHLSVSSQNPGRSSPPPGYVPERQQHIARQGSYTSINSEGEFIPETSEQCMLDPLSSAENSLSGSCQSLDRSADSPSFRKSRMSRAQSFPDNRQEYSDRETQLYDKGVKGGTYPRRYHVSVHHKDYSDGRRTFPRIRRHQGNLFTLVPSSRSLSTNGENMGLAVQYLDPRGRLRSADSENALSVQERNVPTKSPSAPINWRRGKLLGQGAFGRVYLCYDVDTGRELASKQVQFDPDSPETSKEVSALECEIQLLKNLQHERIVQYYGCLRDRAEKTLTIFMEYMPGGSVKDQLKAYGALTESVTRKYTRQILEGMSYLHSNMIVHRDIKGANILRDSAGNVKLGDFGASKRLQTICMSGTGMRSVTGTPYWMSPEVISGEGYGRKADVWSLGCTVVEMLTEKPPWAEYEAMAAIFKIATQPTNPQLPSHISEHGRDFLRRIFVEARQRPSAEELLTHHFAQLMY
FID counter: compounds displacing fluorescent DNA intercalator, primary screen, artefact control for HCV NS3 helicase inhibitor project, biochemical, FID fluorescence. hit rate 0.17% among 290,000. inhibition, % at 7.9 µM. AID 1845, 2009. DNA fluorescent intercalator displacement; in the data active = inhibition above about 37%;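 also: 0% = vehicle and 100% = reference compound; higher means more ethidium bromide displaced from hairpin DNA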
UBC9 SUMO inh: inhibitors of in vitro SUMOylation cascade, primary screen, biochemical, HTRF, uHTS. SUMO-conjugating enzyme UBC9 (Homo sapiens), P63279. hit rate 0.36% among 290,000. inhibition, % at 35 µM. HTRF SUMOylation assay, SAE1/SAE2 + UBC9; in the data active = inhibition above about 50%, passing the limit was not always enough; also: strong numbers were not always called active
Target sequence (P63279 whole entry, looked up): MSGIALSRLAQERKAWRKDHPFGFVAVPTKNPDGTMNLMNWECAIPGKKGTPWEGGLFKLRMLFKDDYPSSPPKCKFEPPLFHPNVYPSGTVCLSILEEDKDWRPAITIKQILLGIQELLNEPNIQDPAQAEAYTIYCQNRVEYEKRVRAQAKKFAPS
* marks the source's active call; other numbers are inactive results; nt = not tested or not shown; [ ] = another dose, or the depositor's remark. Not all compounds are listed, so the mix of outcomes need not match the whole.

SMILES | HCV NS3 hel inh | CRFBP-R2 block | MEKK2 mut-MEK5 | CRFBP-R2 agonist | GalR3 antagonist | MEKK2wt PB1 HTS | MEKK3 PB1 HTS | FID counter | UBC9 SUMO inh
COc1ccc(-c2n[nH]c(=S)n2-c2ccccc2C)cc1OC | 4 | 6 | 7 | -0.8 | -1 | 104 | 102 | -16 | 12
Cc1ccc(-c2c3c(=O)n(C)c(=O)n(C)c3cn2Cc2cccnc2)cc1 | -12 | -4 | -4 | 2.1 | -3 | 98 | 93 | -6 | 5
CN(Cc1nccs1)C(=O)C1CCC(=O)N(CCc2ccc(Cl)cc2)C1 (stereo not drawn) | 3 | 25 | 0 | 2.5 | -7 | 103 | 100 | -24 | 11
O=c1nc2c(O)cccn2c2c1c(=O)[nH]c1ccccc12 | 18 | -52 | 0 | 49 | 7 | 103 | 98 | -5 | 49
CCOc1cc(C(c2c(C)[nH][nH]c2=O)c2c(C)[nH][nH]c2=O)cc([N+](=O)[O-])c1O | 11 | 6 | 4 | -3.3 | -3 | 101 | 105 | -2 | 5
Cc1c(NC(=O)COC(=O)c2cc(-c3ccc(-c4ccccc4)cc3)nc3ccccc23)c(=O)n(-c2ccccc2)n1C | 1 | 15 | 7 | 0.7 | -1 | 99 | 104 | -3 | 30
COc1ccc(C2(CNC(=O)/C=C/c3ccco3)CCCC2)cc1OC | 38* | 7 | 2 | 0.5 | -5 | 97 | 97 | -45 | -20
Cc1ccc(-n2cc(CN3CCNC(=O)CC3)c(-c3ccc(F)cc3)n2)cc1 | -14 | -11 | 2 | -2.6 | -7 | 98 | 100 | -15 | 13
COc1cccc(C(c2nnnn2Cc2ccc(F)cc2)N2CCC(C(N)=O)CC2)c1OC (stereo not drawn) | -8 | 1 | 20 | 0.7 | 2 | 116 | 113 | -11 | 20
Cc1nnc(C)n1/N=C/c1c(O)ccc2ccccc12 | 5 | -3 | 1 | 0.0 | -10 | 100 | 99 | -3 | 6
COCCn1c(-c2ccc(OC(F)(F)C(F)C(F)(F)F)cc2)nc2c1c(=O)[nH]c(=O)n2CC(C)C (stereo not drawn) | -4 | -3 | 3 | 0.7 | -8 | 102 | 108 | -15 | 1
CCOCCCn1c(=S)[nH]c2ncccc2c1=O | -11 | 4 | nt | -1.3 | -2 | nt | nt | 0 | 31
Cc1cccc(N2CCN(C(=O)c3cc(C)oc3C)CC2C)c1 (stereo not drawn) | 4 | 10 | -2 | 0.0 | -8 | 101 | 101 | -24 | -1
COc1cccc2c(=O)n(CC(=O)NC3CCCC3)ccc12 | -6 | 3 | 9 | -0.6 | 0 | 106 | 100 | -4 | 10
CCOC(=O)c1ccc(NC(=O)NC2CC3CCC(C2)N3Cc2nnnn2C(C)(C)C)cc1 (stereo not drawn) | 3 | -1 | -5 | 0.2 | -1 | 81 | 79 | -2 | 12
CN(Cc1ccccc1)c1ncc(C=O)s1 | -1 | -4 | 14 | 0.5 | 2 | 104 | 103 | -3 | 1
CCCCC(=O)Nc1ccc(C(=O)NCc2ccncc2)cc1 | -2 | -6 | 0 | 2.3 | -6 | 99 | 100 | -2 | -5
Cc1ccc(S(=O)(=O)NCC(=O)N2CCN(c3ccc(F)cc3)CC2)cc1 | 2 | 8 | 1 | -15 | 0 | 99 | 99 | -34 | 13
CC(C)(C)OC(=O)N[C@@H](Cc1ccccc1)c1nnc(SCC(N)=O)o1 | 0 | 12 | 1 | 2.2 | 0 | 97 | 100 | -11 | -4
O=c1c2ccccc2cnn1CCOc1cccc(Br)c1 | -10 | -5 | 2 | 2.9 | -4 | 98 | 99 | -26 | 4
COc1ccc(NC(=O)CSc2nnc(C3CCCCC3)o2)c(OC)c1 | 4 | -1 | 1 | -0.4 | -8 | 99 | 102 | -26 | 1
Cc1nnc(SCc2nc3ccccc3s2)n1-c1ccccc1 | 4 | 16 | -3 | 1.0 | 0 | 93 | 90 | -13 | 14
O=C(c1ccccc1)N(CCO)Cc1cc2cc3c(cc2[nH]c1=O)OCCO3 | -5 | -16 | -1 | 0.5 | 5 | 100 | 102 | -4 | -5
Cn1c(=O)c2c(SCc3ccccn3)nc(CC(C)(C)C)nc2n(C)c1=O | -9 | -22 | 8 | 2.0 | nt | 99 | 105 | -25 | 7
CCC(=O)Nc1ccc(N2CCC(C)CC2)cc1 | 8 | -10 | 8 | 0.1 | -3 | 93 | 100 | -4 | -8

Additional entries follow:
SMILES | HCV NS3 hel inh | CRFBP-R2 block | MEKK2 mut-MEK5 | CRFBP-R2 agonist | GalR3 antagonist | MEKK2wt PB1 HTS | MEKK3 PB1 HTS | FID counter | UBC9 SUMO inh
CC(=O)N1CCN(CC(=O)Nc2sccc2C#N)CC1 | -7 | -7 | 4 | -0.2 | -2 | 105 | 100 | -1 | 9
Cc1ccc(NC(=O)C2=CCN(S(=O)(=O)c3ccc(F)cc3)CC2)cc1 | -3 | 11 | -2 | -1.1 | -4 | 106 | 106 | -19 | -3
CCc1ccccc1NS(=O)(=O)c1cccc2nsnc12 | -13 | 7 | 12 | -2.0 | -12 | 113 | 112 | -12 | 16
COc1cc(CNCc2ccc3c(c2)OCO3)c([N+](=O)[O-])cc1OC | 1 | -1 | 3 | -1.3 | -8 | 97 | 95 | 14 | 11
COc1ccc(NC(=O)N[C@@H](CCSC)C(=O)O)cc1OC | -5 | 2 | 2 | -2.4 | -2 | 99 | 104 | 1 | 5
COCCNC(=O)CSc1ccccc1C(=O)NC1CCSc2ccccc21 (stereo not drawn) | -10 | 6 | -2 | 0.3 | 2 | 97 | 98 | -18 | 12
CC12CCC(C(=O)Nc3cccc(NC(=O)C45CCC(C)(C(=O)O4)C5(C)C)n3)(OC1=O)C2(C)C | -5 | -4 | -3 | 3.0 | -2 | 102 | 100 | -16 | 4
Cn1nnnc1SCC(=O)c1c(N)n(C)c(=O)n(C)c1=O | -6 | 2 | 6 | -1.2 | -2 | 104 | 102 | 4 | 18
COC(=O)c1sc(NC(=O)/C=C/c2ccccc2Cl)nc1C | 12 | 2 | -4 | -0.1 | 1 | 94 | 97 | -5 | 26
CCCCCCCCN1C(=O)C(O)=C(C(C)=O)C1c1ccccn1 (stereo not drawn) | 13 | -12 | 3 | -0.5 | -1 | 98 | 78 | -24 | 0
CC(=O)N1CCN(c2ccc(NC(=O)c3cc(Cl)ccc3Cl)cc2)CC1 | 8 | 15 | 2 | -0.1 | -4 | 100 | 104 | -13 | -2
Cc1ccc(-c2cnc(N)n2C)cc1C | -12 | -4 | 2 | -1.7 | -6 | 119 | 104 | -5 | 17
O=C1CN(C(=O)c2ccccc2)C(c2ccc(F)cc2)c2cc(Br)ccc2N1 (stereo not drawn) | 0 | -33 | 7 | -0.3 | -10 | 99 | 104 | -33 | 8
CCOC(=O)C1CCN(CCCSc2ccc(Cl)cc2)CC1 | -8 | -9 | 2 | 2.1 | -10 | 106 | 103 | 15 | 14
COc1ccc(CNC(=O)c2ccccc2C(=O)O)cc1 | 3 | 30 | 1 | 6.0 | -1 | 97 | 99 | -4 | 5
COc1ccc(Cl)cc1NC(=O)CN1CCN(Cc2ccccc2)CC1 | -12 | -1 | -1 | -4.5 | -2 | 99 | 99 | -4 | -2
CCOc1c(Br)cc(/C=N\NC(=O)c2ccccc2)cc1OC | -3 | -8 | -2 | -0.1 | 0 | 104 | 105 | -17 | -2
CCOc1ccc(N2C(=O)CC(Sc3nnnn3-c3ccccc3)C2=O)cc1 (stereo not drawn) | -7 | -9 | -9 | -2.0 | 1 | 87 | 98 | -19 | -3
CN(C)S(=O)(=O)c1cccc(NC(=O)COC(=O)C2(c3ccccc3F)CCCC2)c1 | -4 | 36 | -1 | 3.2 | -1 | 116 | 102 | -10 | -40
C/C(=N\NC(=O)COc1ccc(C(C)(C)C)cc1)c1ccc(N2CCOCC2)cc1 | -1 | -29 | -1 | -0.7 | -4 | 102 | 101 | -13 | -2
CSc1ccccc1NC(=O)CN(C)CC(=O)Nc1cc(C)ccc1C | 6 | 3 | -2 | 0.0 | -5 | 96 | 68*[inhibitor] | -30 | 7
Cc1ccc(Cn2nnc3c(=O)[nH]c(C4CCN(S(=O)(=O)c5ccccc5)CC4)nc32)cc1 | -9 | 22 | 0 | -7.0 | nt | 98 | 101 | -22 | 14
Cc1ccc(C)c(S(=O)(=O)Nc2ccc(O)c(Sc3ncn[nH]3)c2)c1 | 6 | -6 | -2 | 0.7 | 5 | 99 | 97 | -4 | -5
CC(Oc1ccc(Cl)cc1)C(=O)Nc1ccc(S(=O)(=O)N2CCOCC2)cc1 (stereo not drawn) | -11 | -26 | 0 | 37 | -10 | 103 | 102 | -29 | -9
O=c1[nH]c(NCc2ccccc2)nc2c1CCC2 | -8 | -6 | 0 | 0.7 | -1 | 93 | 92 | -4 | -4

Reprinted from above, 2 compounds:
SMILES | HCV NS3 hel inh | CRFBP-R2 block | MEKK2 mut-MEK5 | CRFBP-R2 agonist | GalR3 antagonist | MEKK2wt PB1 HTS | MEKK3 PB1 HTS | FID counter | UBC9 SUMO inh
CCC(=O)Nc1ccc(N2CCC(C)CC2)cc1 | 8 | -10 | 8 | 0.1 | -3 | 93 | 100 | -4 | -8
CC(=O)N1CCN(CC(=O)Nc2sccc2C#N)CC1 | -7 | -7 | 4 | -0.2 | -2 | 105 | 100 | -1 | 9

(cont.)
SMILES | HCV NS3 hel inh | CRFBP-R2 block | MEKK2 mut-MEK5 | CRFBP-R2 agonist | GalR3 antagonist | MEKK2wt PB1 HTS | MEKK3 PB1 HTS | FID counter | UBC9 SUMO inh
CCOc1ccc(NC(=O)c2ccc(NS(=O)(=O)c3cccs3)cc2)cc1 | 16 | -2 | -1 | -2.6 | -5 | 97 | 100 | -19 | -5
Clc1ss/c(=N\c2ccccn2)c1Cl | 4 | 17 | 12 | -2.2 | 4 | 110 | 109 | -1 | -1
COc1ccccc1/C=N/NC(=O)c1nnn(-c2nonc2N)c1CSC1=NCCS1 | -7 | 28 | -6 | -2.8 | -10 | 99 | 93 | -7 | 6
COc1ccc(OC)c(C(C(=O)NCc2ccco2)N(C(=O)Cn2nnc3ccccc32)C(C)C)c1 (stereo not drawn) | -4 | 6 | 8 | -2.1 | -3 | 102 | 100 | -26 | -1
O=C(CSc1nnc(-c2ccncc2)n1Cc1ccco1)c1ccc(Cl)cc1 | 6 | 7 | 1 | 0.4 | -3 | 104 | 107 | -35 | 24
O=C(CSc1nnnn1C1CCCC1)Nc1ccccc1N1CCOCC1 | -7 | 2 | -1 | -1.5 | -6 | 97 | 103 | -23 | 0
COc1ccc(OC)c(C2C(C(=O)c3ccc(C)o3)=C(O)C(=O)N2CCN2CCOCC2)c1 (stereo not drawn) | 3 | 12 | -2 | -1.4 | -9 | 101 | 96 | -42 | 7
CCc1ccc(N2C(=O)c3sc4nnc(C)c(=O)n4c3C2=O)cc1 | 0 | -6 | 2 | -0.1 | -5 | 98 | 101 | -2 | 11
